Compound activity from PubChem.
GCN5L2 inh: blocks human GCN5L2 histone acetyltransferase; Potency, µM (highest dose often 58.9 µM), inactives show at the top dose activity change, negative = inhibition, usual class: inhibitors; Q92830; 390,000 tested, 0.21% active; GCN5L2 HAT assay, ThioGlo1 CoA-SH fluorescence
Target sequence (Q92830 whole entry, looked up): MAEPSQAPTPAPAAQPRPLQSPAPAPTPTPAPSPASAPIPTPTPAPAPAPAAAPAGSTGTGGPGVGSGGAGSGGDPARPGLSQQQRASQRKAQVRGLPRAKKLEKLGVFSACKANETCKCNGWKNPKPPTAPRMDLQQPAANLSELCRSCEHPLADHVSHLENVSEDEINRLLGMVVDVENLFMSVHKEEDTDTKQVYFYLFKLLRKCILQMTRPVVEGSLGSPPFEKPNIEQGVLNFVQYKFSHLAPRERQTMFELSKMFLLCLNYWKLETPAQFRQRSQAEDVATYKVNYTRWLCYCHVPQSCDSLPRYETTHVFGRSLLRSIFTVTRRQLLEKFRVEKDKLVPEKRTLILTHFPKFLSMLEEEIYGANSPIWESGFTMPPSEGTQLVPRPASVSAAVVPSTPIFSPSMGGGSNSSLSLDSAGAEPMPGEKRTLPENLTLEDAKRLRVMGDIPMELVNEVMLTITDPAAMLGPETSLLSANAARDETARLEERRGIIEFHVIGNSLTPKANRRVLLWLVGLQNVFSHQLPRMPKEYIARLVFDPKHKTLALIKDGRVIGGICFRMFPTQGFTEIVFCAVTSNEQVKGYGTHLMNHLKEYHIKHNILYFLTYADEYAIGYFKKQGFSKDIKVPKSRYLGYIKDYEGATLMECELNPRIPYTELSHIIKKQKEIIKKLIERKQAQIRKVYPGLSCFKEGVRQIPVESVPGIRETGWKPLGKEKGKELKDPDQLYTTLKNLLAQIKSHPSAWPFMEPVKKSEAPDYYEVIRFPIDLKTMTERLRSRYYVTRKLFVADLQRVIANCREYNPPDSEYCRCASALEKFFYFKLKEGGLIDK
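Fluorescence readout, Ex340nm/Em540nm: ThioGlo1 (50uM final) reacts with free CoA thiol released as 20nM GCN5L2 acetylates H3(1-25) peptide (75uM) using acetyl-CoA (70uM). Compound and enzyme sat 15 min beforehand; 20 min room-temperature reaction.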
TDP1 cell noCPT: qHTS for Inhibitors of human tyrosyl-DNA phosphodiesterase 1 (TDP1): qHTS in cells in absence of CPT | DT40 Tdp1-/- hTDP1 cells, no CPT, ATP luminescence, 48 h | Potency, µM (series often up to 46.2 µM), inactives show at the highest dose activity change, negative = growth inhibition, hits mostly inhibitors | 420,000 tested, 15% active | AID 686978, 2013; also: nearly all actives have a fitted effect of over 55% in size
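No-CPT arm: Tdp1-/-;hTDP1 DT40 cells (400/well) plus compounds, incubated ≥48 hr at 37 °C. Readout CellTiter-Glo luminescence.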
DT40 TDP1 CPT: growth inhibition of DT40 Tdp1-/-;hTDP1 cells with camptothecin (screen for TDP1 inhibitors). Potency, µM (titrated, usually from 46.2 µM), for the others: at the highest dose activity change, negative = growth inhibition, hits mostly inhibitors. chicken DT40 Tdp1-/-;hTDP1 cells + 20 nM CPT, ATP luminescence, 48 h. 420,000 tested, 12% active. AID 686979; also: nearly all actives have a fitted effect of over 55% in size
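Chicken DT40 Tdp1-/- cells complemented with human TDP1, 400 cells/well, exposed to compounds plus 20 nM camptothecin for at least 48 h at 37 C; viability read as ATP content by CellTiter-Glo luminescence.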
An asterisk follows results filed as active; ? = inconclusive; / = not tested or not shown. Calls follow the shape of the dose curve; as a rule, active = well fitted curve in the direction sought with a large enough effect; inconclusive = small, poorly fitted or top-dose-only effect, or another doubt; inactive = no such curve, though single readings can be large; an effect the other way counts as inactive or inconclusive. % is scaled to controls: 0 for no effect and ±100 for the full control effect; potency is read from the fitted curve at half-maximal effect. Only part of the results is shown; count on the stated rates, not on these rows.

SMILES	GCN5L2 inh	TDP1 cell noCPT	DT40 TDP1 CPT
Cc1ccc(S(=O)(=O)N2C(=O)C(c3ccccc3)SC2=Nc2ccccc2)cc1 (stereo unspecified)	-4.0%	?	?
C/C=C(/CCC1NCCc2c1[nH]c1ccccc21)[Si](C)(C)C (stereo unspecified)	/	2.91µM*	3.26µM*
Cc1cc(NC(=O)c2cccc(S(=O)(=O)N3CCCCC3)c2)no1	-7.2%	-24.6%	-10.1%
COc1ccc(-c2nnc(SCC(=O)c3cc(C)n(Cc4cccs4)c3C)o2)cc1	-0.8%	-18.5%	-10.4%
CC1CN(Cc2ccccc2)c2ccccc2NC1=S (stereo unspecified)	-1.1%	?	-29.6%
Cc1ccc2nc(-c3ccccc3)cc(C(=O)N(C)CC(=O)Nc3ccccc3Br)c2c1	-22.4%	25.9µM*	?
O=C(O)C(Cc1ccc(Cl)cc1)NS(=O)(=O)c1ccc(Cl)cc1 (stereo unspecified)	0.2%	23.8%	7.2%
O=c1c(=Nc2ccccc2O)c(=O)c2ccccc12	8.0%	11.6µM*	7.31µM*
COc1ccc(CNC(=O)C(C)N(Cc2ccccc2OC)C(=O)c2snc(C(N)=O)c2N)cc1 (stereo unspecified)	0.5%	?	?
c1csc(-c2nn3c(Cn4nnc5ccccc54)nnc3s2)c1	-3.9%	-9.5%	-18.9%
CCOCCCNC(=O)c1ccc2c(c1)N(CC)C(=O)c1ccccc1S2=O (stereo unspecified)	2.3%	?	?
CCCCNC(=O)N1CCCC(C(=O)c2cc(C)c(OC)c(C)c2)C1 (stereo unspecified)	-0.2%	16.4µM*	?
Cc1cccc(OCCCn2c(CCNC(=O)C3CCCCC3)nc3ccccc32)c1	-11.2%	11.6µM*	13µM*
CN(c1ccccc1C(=O)NCc1ccco1)S(C)(=O)=O	-8.6%	-19.8%	4.8%
CCCCNC(=O)CSc1nnc(-c2ccc(S(=O)(=O)N3CCCC3)cc2)n1C	-1.9%	-25.0%	-15.4%
CCN1CCn2c3c(c4cc(C)ccc42)CCCC31 (stereo unspecified)	-6.9%	23.1µM*	?
O=C(c1ccc2c(c1)N(Cc1ccc(F)cc1)C(=O)c1ccccc1S2=O)N1CCOCC1 (stereo unspecified)	-4.1%	3.1%	-9.6%
COc1ccc(NC(=O)CSc2nnc(C3CC3)n2C)cc1S(=O)(=O)N1CCCCC1	-0.6%	19.6%	-20.3%
CN(C)Cc1c(C(=O)Nc2ccccc2)[nH]c2ccccc12	-1.9%	?	?
O=c1cc(CO)oc(CN2CCCC2)c1O	-2.3%	-5.4%	2.3%
Cc1cc(Nc2ccc(F)cc2C)n2ncnc2n1	-7.8%	-3.9%	8.6%
CN1CCC(=NNC(=O)C(=O)Nc2cccc(Br)c2)CC1	2.4%	?	?
CN(C)c1nc(-c2cccc(C#N)c2)nc2ccccc12	-15.0%	?	?
CCCCCC(=O)Nc1ccc(S(=O)(=O)Nc2nccnc2OC)cc1	?	-4.4%	-6.3%

By substructure: the compounds so far containing an aryl thioether with sulfur outside any ring
SMILES	GCN5L2 inh	TDP1 cell noCPT	DT40 TDP1 CPT
COc1ccc(-c2nnc(SCC(=O)c3cc(C)n(Cc4cccs4)c3C)o2)cc1	-0.8%	-18.5%	-10.4%
CCCCNC(=O)CSc1nnc(-c2ccc(S(=O)(=O)N3CCCC3)cc2)n1C	-1.9%	-25.0%	-15.4%
COc1ccc(NC(=O)CSc2nnc(C3CC3)n2C)cc1S(=O)(=O)N1CCCCC1	-0.6%	19.6%	-20.3%

(next part)
SMILES	GCN5L2 inh	TDP1 cell noCPT	DT40 TDP1 CPT
CCCN1CC(=O)N2C(c3ccccc3)c3[nH]c4ccccc4c3C[C@H]2C1=O (stereo partly specified)	-16.3%	?	0.7%
Cc1ccc(C(=O)NCC(=O)OCc2cc(=O)n3c(C)csc3n2)cc1	0.0%	0.2%	-3.8%
CCOc1ccc2c(c1)[N+](C)(C)C(C)(C)C=C2C	-19.1%	14.6µM*	5.8µM*
Nn1cnnc1N/N=C/c1cccc(Cl)c1Cl	-19.7%	-25.1%	-11.7%
COc1cc(CNc2ccc3[nH]c(=O)[nH]c3c2)cc(Cl)c1OCC(=O)NC(C)(C)C	-3.6%	?	-28.5%
CC(Sc1nnc(CNC(=O)c2ccccc2F)n1C)C(=O)Nc1nccs1 (stereo unspecified)	-1.0%	-15.0%	-16.6%
O=C(O)c1ccc(COc2ccc([N+](=O)[O-])cc2)o1	2.9%	-0.8%	15.0%
CN1C/C(=C/c2ccsc2)C(=O)/C(=C/c2ccsc2)C1	-2.2%	13µM*	10.3µM*
O=C(CSc1nc(-c2ccc(F)cc2)cs1)N1CCN(C(=O)c2ccco2)CC1	-5.7%	?	-19.6%
O=C(Nc1cccc(F)c1)[C@@H](c1ccccc1)N1Cc2ccccc2C1=O	-17.7%	5.2%	0.2%
CCCCNC(=O)C1(O)c2ccccc2NC(=O)N1c1ccc(Cl)cc1 (stereo unspecified)	17.2%	0.8%	14.6%
O=C(c1ccc2c(c1)OCO2)N1CCN(c2ccc(Cl)cc2)CC1	0.4%	?	-25.1%
Cc1ccc(S(=O)(=O)N2CCN(C(=O)C3CCN(C(=O)c4ccccc4C)CC3)CC2)cc1C	1.6%	?	?
C/C(=N\NC(=O)C(O)(c1ccccc1)c1ccccc1)c1ccc(C)o1	-8.5%	18.4µM*	?
Cc1cc(Br)ccc1OCC(=O)NNC(=O)c1cnccn1	3.7%	20.6µM*	?
COC(=O)c1ccc2nc(NC(=O)C3CCCCC3)sc2c1	-5.4%	11.2%	?
C=C(C)C(=O)Nc1cccc(C2=NOC3(C2)C[C@@H](C(N)=O)N(C(=O)C2(C)CC2)C3)c1 (stereo partly specified)	-35.5%	-14.0%	0.8%
COc1cc(/C=N/Nc2cc(C)nc(N)n2)ccc1O	3.0%	?	-4.4%
COc1ccccc1OCCC(=O)OCCN1C(=O)c2ccccc2C1=O	-5.4%	-7.6%	11.2%
Cc1ccccc1NC(=S)N1CCN(c2ccccc2)CC1	1.3%	1.9%	-15.9%
CCc1ccc(NC(=O)CSc2nnc(-c3cc4occc4n3C)n2-c2ccccc2C)cc1	-7.5%	?	?
COC(=O)[C@@]12C[C@@H](CC(=O)NCCCN3CCCC3=O)C(=O)N(Cc3cccc4ccccc34)C1=CCC(C)(C)C2	/	?	?
CC(=O)c1sc(NC(=O)c2ccc(Br)o2)nc1C	-8.5%	-1.9%	?
COc1cccc(-n2nnc3c(=O)n(Cc4cccc(F)c4)cnc32)c1	-6.9%	-8.1%	?
COc1ccccc1N1CCN(C(=O)c2ccc(-c3ccc(Cl)cc3)o2)CC1	-5.8%	2.31µM*	3.66µM*
CN(c1ccccc1)S(=O)(=O)c1ccc(NC(=O)COc2ccccc2)cc1	-11.4%	?	?
c1ccc(-c2noc(-c3ccccc3-c3ccccc3)n2)cc1	1.0%	-8.5%	-9.6%
CCn1c(NC2CCCCC2)nc2ccccc21	3.7%	-28.6%	-16.3%
CC(C)c1nc2oc3c(N4CCN(C)CC4)ncnc3c2c2c1CCC2	1.5%	?	?
O=C(NCCNC(=O)c1ccc(Cl)cc1Cl)c1ccc(Cl)cc1Cl	/	-7.5%	?
CCOC(=O)c1ccccc1NC(=O)N1CCOc2ccc(Cl)cc21	-3.2%	?	?
O=C1Cc2ccccc2Sc2ccccc21	-14.9%	?	-19.5%
CC(O)(c1ccccc1)c1nc(-c2cccc(C(F)(F)F)c2)cs1 (stereo unspecified)	/	?	?
COc1nc(OC)nc(N2CCC(NC(=O)C(Cc3cccc(OC)c3OC)NC(C)=O)CC2)n1 (stereo unspecified)	4.6%	4.2%	-5.1%
COc1ccc(CCNC(=O)C2CC(=O)N(c3ccc(Br)cc3)C2)cc1OC (stereo unspecified)	-4.4%	?	-28.3%
COc1ccc(OC)c(-c2c(=O)n(OCc3ccccc3Br)c3ccccc3[n+]2[O-])c1	-7.0%	23.1µM*	?
CCOc1ccc(NC(=O)Cc2ccc(NC3=NC4CS(=O)(=O)CC4S3)cc2)cc1 (stereo unspecified)	?	0.5%	-16.0%
COc1ccc(CNC(=O)CN2C(=O)C(C)N(c3ccc(C)cc3)C2=O)cc1 (stereo unspecified)	0.0%	-1.4%	-1.2%
O=C(/C=C/c1ccc(F)cc1)NCC1Cc2cccc(-c3ncccn3)c2O1 (stereo unspecified)	/	18.4µM*	?
CC1(C)CC(C(=O)NCCC(c2ccccc2)c2ccco2)CCO1 (stereo unspecified)	2.3%	-22.2%	?
C/C(=N\NC(=O)c1cc(C)nc2ccccc12)c1ccncc1	0.3%	4.9%	-21.9%
COC(=O)c1[nH]c2ccc(C)cc2c1NC(=O)CN1CCN(C(=O)c2ccccc2)CC1	-6.0%	?	?
CC(C)Nc1nc(Cl)nc(NC2CCCCC2)n1	-2.0%	0.4%	-21.4%
O=C(NCCc1ccc(F)cc1)c1cc(=O)c2ccccc2o1	-4.3%	?	3.3%
COC(=O)c1sc(S(=O)(=O)N2CCC(C(=O)O)CC2)c(C(=O)OC)c1C	-3.2%	-2.8%	0.6%
CCOc1ccc(-c2nonc2NC(=O)c2oc3ccc(F)cc3c2C)cc1	-12.5%	0.82µM*	0.92µM*
O=c1c(-c2cccc(Cl)c2)nc2cncnc2n1Cc1ccc(F)cc1	-12.5%	-21.3%	1.3%
COc1cc(C(F)(F)F)nc(-c2ccccn2)n1	-4.9%	-21.6%	18.0%

Retrieved by compound from the list above, 4 records:
SMILES	GCN5L2 inh	TDP1 cell noCPT	DT40 TDP1 CPT
COc1cc(C(F)(F)F)nc(-c2ccccn2)n1	-4.9%	-21.6%	18.0%
CCOc1ccc(-c2nonc2NC(=O)c2oc3ccc(F)cc3c2C)cc1	-12.5%	0.82µM*	0.92µM*
O=c1c(-c2cccc(Cl)c2)nc2cncnc2n1Cc1ccc(F)cc1	-12.5%	-21.3%	1.3%
CC1(C)CC(C(=O)NCCC(c2ccccc2)c2ccco2)CCO1 (stereo unspecified)	2.3%	-22.2%	?

Remaining list, next part
SMILES	GCN5L2 inh	TDP1 cell noCPT	DT40 TDP1 CPT
Nn1c(Cc2cccc3ccccc23)nnc1SC1CCOC1=O (stereo unspecified)	-7.1%	-15.5%	-5.5%
COc1cc(OC)nc(Nc2nc(C(C)N)cs2)n1 (stereo unspecified)	/	?	?
C[C@@H](C(=O)Nc1nc2ccccc2s1)N1C(=O)C2CC=CCC2C1=O (stereo partly specified)	-8.3%	-22.1%	-6.7%
COc1ccc(-n2c(SCC(=O)NCCCN3CCCC3=O)nnc2C(C)N2CCCCC2)cc1 (stereo unspecified)	-5.0%	-0.8%	-13.9%
COc1ccc(NS(=O)(=O)c2ccc(C)c(C(=O)NCc3cccnc3)c2)cc1	-19.9%	-1.9%	-0.4%
CCn1nc(CC(=O)Nc2ccc(-n3cnnn3)c(OC)c2)c2ccccc2c1=O	-5.5%	-3.1%	-23.9%
Cc1c(C(=O)Nc2ccccc2[N+](=O)[O-])csc1-c1ccccc1	-1.3%	?	1.0%
CCc1ccc(S(=O)(=O)c2c(C(=O)c3ccc(C)c(C)c3)cnc3ccccc23)cc1	-3.8%	13µM*	?
Cc1ccccc1-c1cc2nc(Nc3ccc(F)cc3)n(C)c(=O)c2s1	/	23.1µM*	?
COc1ccccc1OCCNC(=O)c1ccco1	-2.2%	26.1%	-6.9%
Cc1cccc(OCCCC(=O)Nc2ccc(N(C)C)cc2)c1	-5.1%	?	?
CN(C(=O)CNc1ccccc1Cl)C1CCS(=O)(=O)C1 (stereo unspecified)	0.4%	5.2%	-1.1%
Cc1ccc(NC(=O)Cn2c(=O)c3cccn3c3ccccc32)c(C)c1	-28.5%	1.8%	-5.7%
COc1ccc(C(CC(=O)NCCCN2CCOCC2)NS(=O)(=O)c2ccc(C)cc2)cc1 (stereo unspecified)	-10.8%	-4.5%	7.0%
CCc1cccc(NC(=O)c2ccc(CN3C(=O)C(C)=C(c4ccc(OC)cc4)S3(=O)=O)cc2)c1	-6.5%	?	?
CCOC(=O)C1=NN(C(=O)c2ccccc2)C(O)(c2ccc(C)cc2)C1 (stereo unspecified)	-3.7%	25.9µM*	?
O=C(Nc1ccc(C(=O)N2CCCC2)cc1)Nc1ccc(Cl)cc1Cl	-4.8%	-26.9%	10.8%
c1ccc(Cc2nnc3sc(C4COc5ccccc5O4)nn23)cc1 (stereo unspecified)	-3.7%	?	?
Cc1ccc(C)c(NS(=O)(=O)c2cc(C(=O)NCc3ccccn3)ccc2C)c1	0.2%	29.1µM*	?
CCN(CC)C(=O)c1c(NC(=O)c2cccc(C)c2)sc2c1CCC(C)C2 (stereo unspecified)	-9.9%	16.4µM*	23.1µM*
CCc1cc2c(SCC(=O)NC3CCCC3)ncnc2s1	/	?	?
CCN(CC)CCOC(=O)c1ccccc1Br	-8.4%	21.7%	-0.2%
Cc1ccc(S(=O)(=O)N2CCCCC2)cc1NC(=O)c1cc2ccccc2o1	-11.2%	?	?
Cc1cc(=O)oc2cc(OCC(=O)NC3CCCC3)ccc12	-3.4%	-3.7%	-11.9%
